SMARCA2 activ = activators of SMARCA2 function; AID 652017; 370,000 compounds, 1% hits; MG213 cells, MMTV-luciferase reporter, dexamethasone, overnight; activation, % at 9.1 µM; in the data active means activation above about 7.8%;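 further: 0% = vehicle wells and 100% = reference activator wells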
hcDAF-12 act = activates DAF-12 receptor from parasite H. contortus. AID 652067. activation, % at 6.8 µM. 370,000 compounds, 1.4% hits. HEK293 hcDAF-12 lit1-tk-luc reporter, luminescence; 0% DMSO, 100% Δ7-dafachronic acid;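 active means activation above the mean of all tested compounds plus 3 SD, cut at about 5.5% in these data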;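 further: 100% = response to 3 µM Δ7-dafachronic acid high control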
ADAM17 inh = ADAM17 inhibition, QFRET primary screen. P78536. recombinant ADAM17, EDANS/DABCYL FRET peptide cleavage. inhibition, % at 6.95 µM. 370,000 compounds, 0.83% hits. AID 720648;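 active means inhibition above the mean of compounds lying between control limits plus 3 SD, set per campaign, cut at about 8.5% in these data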;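 further: 0% = DMSO-only wells as the low control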
Target sequence (P78536 215-824 limits assumed): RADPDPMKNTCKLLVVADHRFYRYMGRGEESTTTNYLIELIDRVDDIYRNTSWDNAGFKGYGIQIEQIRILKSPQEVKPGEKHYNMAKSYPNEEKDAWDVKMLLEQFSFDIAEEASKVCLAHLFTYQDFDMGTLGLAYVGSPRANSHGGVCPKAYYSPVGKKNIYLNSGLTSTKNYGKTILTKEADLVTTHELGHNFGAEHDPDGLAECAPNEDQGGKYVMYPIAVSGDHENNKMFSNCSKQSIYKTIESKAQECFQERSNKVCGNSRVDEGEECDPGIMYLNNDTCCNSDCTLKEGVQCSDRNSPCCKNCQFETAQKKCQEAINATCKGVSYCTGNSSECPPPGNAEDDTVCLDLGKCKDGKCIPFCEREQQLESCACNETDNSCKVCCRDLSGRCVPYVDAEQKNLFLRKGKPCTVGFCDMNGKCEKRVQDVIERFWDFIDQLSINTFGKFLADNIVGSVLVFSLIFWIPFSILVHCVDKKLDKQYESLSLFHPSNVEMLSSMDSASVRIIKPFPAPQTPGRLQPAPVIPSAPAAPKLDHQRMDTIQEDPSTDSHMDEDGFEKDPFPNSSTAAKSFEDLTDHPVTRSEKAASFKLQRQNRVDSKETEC
PLCb3 inh = inhibitors of human phospholipase C beta3; Q01970; Purified PLC-beta3, fluorogenic substrate, fluorescence; inhibition, % at 12.2 µM; 370,000 compounds, 0.18% hits; in the data active means inhibition above about 11%;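 further: 0% = median of compound wells on plate and 100% = full blocker control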
MBD2 inh = MBD2-methylated oligo binding inhibition | AID 686964 | TR-FRET, MBD2 binding to methylated oligonucleotide | inhibition, % at 4.4 µM | 370,000 compounds, 0.31% hits | Q9UBB5; in the data active means inhibition above about 13%
ssDAF12 agonist = activates DAF-12 receptor from parasite S. stercoralis. 370,000 compounds, 1% hits. HEK293 ssDAF-12/GRIP1 lit1-tk-luc reporter, luminescence; % of 3 µM dafachronic acid response. activation, % at 6.8 µM;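 active means activation above the mean over all tested compounds plus 3 SD, cut at about 0.9% in these data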;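 further: 0% = DMSO-only wells and 100% = 3 µM delta7-dafachronic acid wells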
hgDAF12 agonist = activates the H. glycines DAF-12 receptor ligand-binding domain. AID 687014. HEK293 GAL4-hgDAF12 UAS-luciferase reporter, agonist luminescence; normalized to butyrate control. 370,000 compounds, 1.8% hits. activation, % at 6.8 µM;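 active means activation above a cutoff set at the mean of all screened compounds plus 3 SD, cut at about 10% in these data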;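 further: 0% = DMSO wells and 100% = sodium butyrate wells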
NR1D1 modulator = modulators of human Rev-erb alpha DNA binding; Rev-erbα–FITC-DNA binding, fluorescence polarization, 90 min; P20393; activity, % at 10 µM; 370,000 compounds, 0.79% hits;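 active means activity above about 14%, limit read from the data; passing the limit was not always enough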;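 further: 0% = DMSO wells with 35 nM protein and 100% = DMSO wells with 750 nM protein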
PLCg1 inh = inhibitors of human phospholipase C gamma1; 370,000 compounds, 0.84% hits; purified PLC-gamma1, fluorogenic substrate, fluorescence; P19174; inhibition, % at 12.2 µM; in the data active means inhibition above about 9.5%
DAX1 inh-1 = inhibitors of DAX1 repression of SF-1 activated StAR promoter; 370,000 compounds, 1.1% hits; HEK293T StAR-luciferase reporter, SF-1/DAX-1 repression relief; inhibition, % at 6.8 µM; AID 652010;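 active means inhibition above the mean over all tested compounds plus 3 SD, cut at about 3.6% in these data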;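 further: 0% = DAX-1 cells with DMSO and 100% = cells lacking DAX-1 with DMSO; higher inhibition means more luminescence from relief of DAX-1 repression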
DAX1 inh-2 = inhibitors of human orphan nuclear receptor DAX1 (NR0B1); HEK293 Gal4-DAX1 luciferase reporter, luminescence; P51843; inhibition, % at 6.75 µM; AID 504766; 340,000 compounds, 0.99% hits;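 active means inhibition above the mean over all tested compounds plus 3 SD, cut at about 4.2% in these data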;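 further: 0% = DAX1-transfected cells with DMSO and 100% = empty-vector control cells with DMSO; inhibition shows as a rise in luminescence from relieved DAX1 repression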
Target sequence (P51843 207-470 limits assumed): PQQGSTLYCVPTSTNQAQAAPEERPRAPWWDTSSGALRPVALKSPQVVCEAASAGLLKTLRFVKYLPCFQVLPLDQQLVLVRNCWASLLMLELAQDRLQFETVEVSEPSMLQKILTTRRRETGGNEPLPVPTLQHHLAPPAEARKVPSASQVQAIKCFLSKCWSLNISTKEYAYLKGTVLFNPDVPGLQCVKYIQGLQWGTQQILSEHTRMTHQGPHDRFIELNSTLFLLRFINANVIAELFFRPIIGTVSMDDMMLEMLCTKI
Active calls of the source: *; . = no result given. Not a hit list. About 7.4% of those tested had a hit in this group.

SMILES,SMARCA2 activ,hcDAF-12 act,ADAM17 inh,PLCb3 inh,MBD2 inh,ssDAF12 agonist,hgDAF12 agonist,NR1D1 modulator,PLCg1 inh,DAX1 inh-1,DAX1 inh-2
CCOC(=O)C1=C(COC(=O)Cc2ccccc2)NC(=O)NC1C (stereo not drawn),0.1,-0.6,1.0,-7.5,0.5,-1.4,4.1,-0.6,-0.2,0.1,-0.3
COc1ccc(-n2c(SCC#N)nc3c(sc(=S)n3-c3ccccc3)c2=O)c(OC)c1,-1.0,-2.1,0.0,-4.9,-1.2,-0.9,-0.3,-1.7,2.9,-0.5,-2.1
O=C1OC(Sc2ccccc2)(c2ccccc2)c2ccccc21 (stereo not drawn),-4.4,-0.3,2.6,0.9,2.7,-0.7,8.9,0.5,-0.4,-0.3,0.8
CCc1ccc(-c2csc(NC(=O)C3CCCO3)c2C(=O)OC(C)C)cc1 (stereo not drawn),1.1,-1.0,0.8,-9.6,-1.7,-1.2,-1.7,-0.1,-2.0,-0.8,0.7
CC1CC(C)CN(c2ncc3c(n2)CC(c2ccccc2)CC3=O)C1 (stereo not drawn),-0.3,-1.6,-2.4,-1.8,5.7,-0.5,-0.5,2.5,-2.2,-0.2,-0.7
Cc1cc(Cl)ccc1OC(C)C(=O)NN1C(=O)c2ccccc2C1=O (stereo not drawn),-2.8,0.5,0.7,2.0,2.4,-0.3,-0.3,1.5,4.4,-0.1,-0.5
Cc1noc(C)c1COc1ccc(C(=O)NCc2ccccn2)cc1,-6.3,-0.4,-1.4,4.0,-1.6,-0.4,1.3,2.5,2.3,0.1,-0.6
O=C(Cc1cc(=O)oc2cc(O)ccc12)N[C@@H](Cc1c[nH]c2ccccc12)C(=O)O,-2.2,4.1,-255.7,-324.0,-0.2,-0.3,0.7,0.2,-238.2,-0.5,0.5
CN(Cc1ccccc1)C(=O)c1cc2cc(F)ccc2[nH]1,-3.3,-0.8,-4.1,-12.4,-6.3,-0.3,1.2,8.9,-3.0,-0.1,1.3
Cc1c(N=C2N=C(NC(=O)NC(C)(C)C)c3ccccc32)c(=O)n(-c2ccccc2)n1C,1.2,-0.3,3.0,-2.6,6.3,-1.4,1.8,-0.2,-2.4,-0.2,1.5
O=C(N/N=C/c1ccc(Br)cc1)c1ccc(F)cc1,0.9,0.7,0.2,2.2,4.2,-1.2,2.8,0.3,-1.3,0.4,0.0
O=C(Nc1ccc(NC(=O)c2cccs2)cc1)c1ccc2c(c1)OCO2,-0.9,-1.5,-7.2,4.1,1.8,-1.2,0.2,6.3,0.3,-0.9,-0.3
C=CCN=C1NC(c2ccccc2)C(C(=O)OC)=C(C)N1Cc1ccc(C(F)(F)F)cc1 (stereo not drawn),-1.7,0.9,-0.6,1.0,-3.4,-1.2,0.5,0.1,3.6,-0.6,.
COc1ccc(OC)c(N2C(=O)CCCC2=O)c1,-3.0,-0.3,-1.8,-4.9,2.8,-0.2,-2.0,1.0,-2.0,-0.4,0.5
CC(=O)N1CCN(c2ccc(C(N)=O)cc2[N+](=O)[O-])CC1,-2.1,0.9,0.1,-3.2,-5.1,-1.0,-1.6,-0.7,0.9,-0.1,-0.1
Cn1c(=O)c2c(nc(SCC(=O)NCc3ccc4c(c3)OCO4)n2Cc2ccc(Cl)cc2)n(C)c1=O,-0.7,-0.6,-2.7,0.6,-0.5,-1.1,0.1,-2.0,0.6,-0.6,-0.8
CC1(C)OC(=O)C(=CNc2ccccc2)C(=O)O1,0.4,-0.5,0.3,3.5,4.3,-1.3,2.2,-2.0,-0.6,0.5,0.1
O=C(COC(=O)c1ccc(S(=O)(=O)N2CCCC2)cc1)Nc1ccccc1,3.5,-0.4,1.5,-17.9,-2.4,-0.8,3.0,5.1,2.1,0.7,0.6
CCOc1cc(Br)c(COc2ccc(C)nc2[N+](=O)[O-])cc1OCC,-0.9,-1.5,4.1,-3.9,2.8,-1.3,0.3,1.3,0.4,-0.6,-1.4
COc1ccc(N2C(=O)C3C4C=CC(C4)C3C2=O)c(OC)c1 (stereo not drawn),-2.9,-1.1,-1.4,0.8,1.5,-1.6,-1.4,1.0,-0.8,-0.1,-0.1
CCn1c(N)c(C(=O)NC)sc1=S,-1.7,0.9,5.3,4.0,-6.4,-1.0,2.6,-5.1,5.3,0.3,0.8
Cc1cc(C(=O)COC(=O)c2ccco2)c(C)n1Cc1ccco1,-6.5,-3.2,-1.1,-0.1,1.3,-2.7,-8.4,-9.7,-1.3,-1.0,2.5
CC(=O)Nc1ccc(S(=O)(=O)NCC(=O)NNC(=O)c2csc(N3CCOCC3)n2)cc1,-2.4,0.4,-5.8,-18.4,1.5,-0.6,-1.9,1.5,-18.4,-0.6,0.5
COc1cc(NC(=O)CSc2ccccc2)c(C(=O)O)cc1OC,1.2,3.4,0.2,1.1,1.7,-1.0,2.0,7.0,-1.2,-0.3,-0.8
O=C(Nc1ccon1)c1nc[nH]c1C(=O)N1CCc2ccccc2C1,0.1,0.1,-1.0,-1.5,-3.6,-1.1,-0.3,-1.8,1.5,-0.4,2.5
CCCOc1ccc(CN(CCC#N)C(=S)NC(=O)c2ccccc2)cc1,-2.0,-2.7,0.1,-1.0,0.3,-1.6,2.2,0.3,-2.2,-0.4,-1.1
CC(=O)NC(CC(=O)N1CCCC1)c1ccccc1 (stereo not drawn),-1.4,-0.9,-3.3,-6.3,-1.6,-1.6,-0.7,0.8,2.4,-0.7,0.3
Cc1cc(C)c(C#N)c(SCS(=O)c2ccc(C(C)(C)C)cc2)n1 (stereo not drawn),-1.7,-3.3,2.5,0.5,1.1,-1.8,-1.5,-4.0,1.1,-0.9,-1.0
O=C(O)CC/C(=N\NC(=O)CNC(=O)/C=C/c1ccccc1)c1ccccc1,2.6,0.0,-2.7,-10.7,-1.3,-1.7,-0.6,-7.1,-0.4,0.1,1.3
COc1ccc(N(CC(=O)N/N=C/c2cccs2)S(=O)(=O)c2ccc(OC)c(OC)c2)cc1,-1.4,-2.3,-0.1,2.7,0.5,-1.7,0.0,0.7,-1.0,-1.2,-1.4
CCCCN(CC(=O)NCCOC)C(=O)Cn1nnc2ccccc21,-2.6,-1.4,-2.7,2.8,-3.1,-1.5,-3.9,-1.1,-1.7,0.2,-0.4
S=c1[nH]nc(Cc2ccccc2)n1-c1ccccc1,-0.8,-1.4,-2.2,0.8,1.1,-1.4,1.4,-1.0,-3.2,0.0,1.0
CC(C)Cn1c(=O)c2ccccc2c2ccccc2c1=O,-0.2,0.4,-4.8,-3.8,8.2,-2.0,0.5,3.3,-3.8,-0.1,-1.1
CCCCCOc1ccc(C(=O)NCC(=O)NCC(=O)OCC)cc1,1.2,-0.3,-2.0,2.7,-1.0,-1.4,1.2,-3.4,-1.8,0.5,2.4
Nc1nc2ccccc2n1C(=O)c1cccs1,2.6,5.2,-2.5,-10.2,-5.4,1.0*,15.5*,1.2,-2.3,2.7,0.7
COc1ccc(CNC(=O)CN=C2NC(=O)C(c3ccccc3)(c3ccccc3)N2)cc1,11.5*,-0.5,-1.3,0.9,3.3,-1.0,0.2,2.8,3.0,0.0,0.3

Rewritten field by field: entries from further up.
mol: CC(=O)NC(CC(=O)N1CCCC1)c1ccccc1 (stereo not drawn)
  SMARCA2 activ: -1.4 | hcDAF-12 act: -0.9 | ADAM17 inh: -3.3 | PLCb3 inh: -6.3 | MBD2 inh: -1.6 | ssDAF12 agonist: -1.6 | hgDAF12 agonist: -0.7 | NR1D1 modulator: 0.8 | PLCg1 inh: 2.4 | DAX1 inh-1: -0.7 | DAX1 inh-2: 0.3

mol: S=c1[nH]nc(Cc2ccccc2)n1-c1ccccc1
  SMARCA2 activ: -0.8 | hcDAF-12 act: -1.4 | ADAM17 inh: -2.2 | PLCb3 inh: 0.8 | MBD2 inh: 1.1 | ssDAF12 agonist: -1.4 | hgDAF12 agonist: 1.4 | NR1D1 modulator: -1.0 | PLCg1 inh: -3.2 | DAX1 inh-1: 0.0 | DAX1 inh-2: 1.0

mol: COc1ccc(CNC(=O)CN=C2NC(=O)C(c3ccccc3)(c3ccccc3)N2)cc1
  SMARCA2 activ: 11.5* | hcDAF-12 act: -0.5 | ADAM17 inh: -1.3 | PLCb3 inh: 0.9 | MBD2 inh: 3.3 | ssDAF12 agonist: -1.0 | hgDAF12 agonist: 0.2 | NR1D1 modulator: 2.8 | PLCg1 inh: 3.0 | DAX1 inh-1: 0.0 | DAX1 inh-2: 0.3

mol: CCCCN(CC(=O)NCCOC)C(=O)Cn1nnc2ccccc21
  SMARCA2 activ: -2.6 | hcDAF-12 act: -1.4 | ADAM17 inh: -2.7 | PLCb3 inh: 2.8 | MBD2 inh: -3.1 | ssDAF12 agonist: -1.5 | hgDAF12 agonist: -3.9 | NR1D1 modulator: -1.1 | PLCg1 inh: -1.7 | DAX1 inh-1: 0.2 | DAX1 inh-2: -0.4

(listing goes on)
SMILES,SMARCA2 activ,hcDAF-12 act,ADAM17 inh,PLCb3 inh,MBD2 inh,ssDAF12 agonist,hgDAF12 agonist,NR1D1 modulator,PLCg1 inh,DAX1 inh-1,DAX1 inh-2
CC(=O)OC(C)C(=O)NS(=O)(=O)c1ccc(C)cc1 (stereo not drawn),-5.3,-0.9,0.2,3.1,-0.9,-1.6,-3.2,-5.5,8.0,-0.2,-0.6
COc1cccc(N2CCN(C(=O)NC3CCCCC3)CC2)c1,0.7,-2.3,3.2,4.5,0.4,-1.6,-1.2,1.3,1.4,-0.1,0.6
COc1cccc(CN2CCSCC2)c1OC,1.2,-0.8,2.3,-4.3,-2.7,-0.7,0.0,0.0,2.7,-0.3,0.6
CSc1ncc(Cl)c(C(=O)Nc2ccc(C)c(C)c2)n1,-2.8,4.1,-1.0,-12.4,-2.4,0.0,1.2,1.8,1.4,-0.1,-0.2
O=C(Oc1ccc(/C=N/n2cnnc2)cc1)c1cccc([N+](=O)[O-])c1,-2.6,0.1,-3.7,2.3,0.2,-0.6,-0.9,-2.0,1.4,-0.1,0.6
O=C(NCc1ccccc1)C(=O)NCC1OCCN1S(=O)(=O)c1ccc(Br)cc1 (stereo not drawn),-2.6,-3.5,2.5,-2.0,-3.5,-1.2,-2.0,1.4,-3.6,-1.4,-0.9
O=C(O)Cn1c(=O)c(F)cn(C2CCCO2)c1=O (stereo not drawn),-2.0,-0.6,-0.5,-9.7,2.1,-0.7,-0.9,4.6,-3.4,-0.1,0.4

Screens (PubChem BioAssay)
